D2 ag: D2 dopamine receptor (human) agonism; HEK293 T-REx D2 cells, calcium flux agonist mode; 340,000 compounds, 0.53% hits; AID 485358; P14416; activation, % at 2 µM;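 active = activation over 3 SD above normal in the single-dose calcium agonist read, cut at about 30% in these data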; also: 0% is about no effect
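HEK293 Trex D2 cells, tetracycline-induced, o/n 30 C 5% CO2; no-wash Ca dye, RT 30–90 min; 10-cycle baseline, 23 nl cpd added, kinetic Ca read 180 s; agonist hits = positive Ca response.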
D1 ag: human D1 receptor agonism; 360,000 compounds, 1% hits; P21728; AID 504660; activation, % at 2 µM; HEK293 T-REx D1 cells, calcium flux, agonist mode; also: 0% is about no effect
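Inducible HEK293 T-REx D1 cells, force-coupled to calcium signalling, were plated at 4000 cells/well with tetracycline and held overnight at 30 C. After no-wash calcium dye loading, compound-evoked calcium rise over 180 s flagged agonists.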
RXFP1 antagonist: blocks the human relaxin receptor RXFP1 | Q9HBX9 | HEK293-RXFP1, relaxin-stimulated cAMP HTRF, 30 min; hits give low values | activity change, negative = inhibition, % at 57.5 µM | 350,000 compounds, 0.59% hits | AID 1259400;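 active = activity change of -60% or lower, but not beyond a set lower limit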; also: % is scaled to controls: 0 for no effect and ±100 for the full control effect
Target sequence (Q9HBX9 whole entry, looked up): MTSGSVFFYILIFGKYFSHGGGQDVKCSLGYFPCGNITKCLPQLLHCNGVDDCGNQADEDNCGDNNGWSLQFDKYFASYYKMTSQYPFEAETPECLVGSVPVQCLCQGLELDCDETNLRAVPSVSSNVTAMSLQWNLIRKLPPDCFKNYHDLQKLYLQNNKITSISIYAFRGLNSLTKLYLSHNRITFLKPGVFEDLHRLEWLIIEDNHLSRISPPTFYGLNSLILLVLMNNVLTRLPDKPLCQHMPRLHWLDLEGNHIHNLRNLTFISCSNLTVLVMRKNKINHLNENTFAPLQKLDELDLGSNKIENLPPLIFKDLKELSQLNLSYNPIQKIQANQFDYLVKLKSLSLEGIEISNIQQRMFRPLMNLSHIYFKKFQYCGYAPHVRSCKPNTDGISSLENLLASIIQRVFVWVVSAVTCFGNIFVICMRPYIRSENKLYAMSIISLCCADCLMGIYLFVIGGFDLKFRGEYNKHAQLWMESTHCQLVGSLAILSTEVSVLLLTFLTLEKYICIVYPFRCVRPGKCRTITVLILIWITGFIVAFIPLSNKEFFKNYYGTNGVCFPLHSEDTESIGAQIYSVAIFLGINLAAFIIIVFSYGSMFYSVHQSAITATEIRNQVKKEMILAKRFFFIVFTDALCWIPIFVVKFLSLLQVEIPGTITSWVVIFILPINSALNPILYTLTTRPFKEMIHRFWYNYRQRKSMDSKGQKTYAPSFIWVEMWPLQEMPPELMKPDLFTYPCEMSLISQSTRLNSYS
D2 antag: D2 dopamine receptor (human) antagonism | inhibition, % at 10 µM | P14416 | 340,000 compounds, 2% hits | HEK293 TREx D2 cells, calcium flux, dopamine EC80; in the data active = inhibition above about 30%; also: 0% is about no effect
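Measurement of antagonist activity uses fluorescent calcium dye in inducible HEK293 T-REx D2 cells: 10 s baseline, compound addition with 180 s read, EC80 dopamine addition with a further 180 s read.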
D1 antag: antagonists of human D1 dopamine receptor; HEK293 TREx D1 cells, calcium flux, dopamine EC80; hits give low values; AID 504652; 360,000 compounds, 3.2% hits; activity change, negative = inhibition, % at 10 µM; P21728; in the data active = activity change below about -30%; also: % is scaled to controls: 0 for no effect and ±100 for the full control effect
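HEK293 T-REx cells expressing inducible, force-coupled D1 receptor; no-wash Ca dye, 30–90 min RT. Cmpd → 180 s read at 1 Hz → EC80 DA → 180 s read.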
TRHR PAM: allosterically enhances the human TRH receptor | AID 493056 | P34981 | enhancement, % at 2 µM | TRHR cells, fluo-8 calcium fluorescence, EC20 TRH enhancement | 360,000 compounds, 0.66% hits; in the data active = enhancement above about 30%; also: 0% is about no effect
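Enhancer read-out: after compound pinning and an initial kinetic agonist-mode read, an EC20 of TRH (10 nM final) was injected and fluo-8 calcium signal (Ex 480/Em 530) followed at 1 s/cycle for 100 cycles in TRHR-expressing cells.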
D2 PAM: D2 dopamine receptor (human) potentiation | HEK293 T-REx D2, calcium flux, EC20 dopamine potentiation | P14416 | 340,000 compounds, 0.34% hits | potentiation, % at 10 µM;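 active = potentiation over 3 SD above the plate norm, cut at about 30% in these data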; also: 0% is about no effect
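Tetracycline-induced Hek293 Trex D2 cells, force-coupled to calcium, loaded with no-wash calcium dye. Compound added with 180 s kinetic read for agonism, then EC20 dopamine and a further 180 s read for potentiation.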
D1 potentiator: human D1 dopamine receptor positive modulation | HEK293 TREx D1 cells, calcium flux, dopamine EC20 potentiation | 360,000 compounds, 0.036% hits | potentiation, % at 10 µM | P21728; in the data active = potentiation above about 30%; also: 0% is about no effect
TRHR agonist: TRH receptor (human) agonism; P34981; TRHR cells, calcium flux fluo-8, FDSS agonist mode; activation, % at 2 µM; 360,000 compounds, 0.18% hits; AID 493084; also: 0% is about no effect
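Agonist-mode FDSS calcium read (Ex 480/Em 530, 1 s cycles) in 1536-well TRHR cells with fluo-8 dye, after 10-cycle baseline and 23 nL compound addition; TRH at EC20 (10 nM final) added afterwards for the enhancer phase.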
Numbers without * were called inactive. Rule as the data show it, unless noted: active = activation above about 30%; inactive = the rest.

COc1cc(C2/C(=C(\O)c3cc(C)ccc3C)C(=O)C(=O)N2CCN(C)C)ccc1O (stereo not drawn) was read as D2 ag 0.0, D1 ag 2.0, RXFP1 antagonist 6.6, D2 antag 1.9, D1 antag 7.3, TRHR PAM 12.9, D2 PAM 5.2, D1 potentiator -0.8 and TRHR agonist 1.0.
`CN1C(=O)C(C)(C)c2cc(S(=O)(=O)N3CCCC3C(=O)NCc3ccccc3Cl)ccc21` (stereo not drawn) gave D2 ag 2.0, D1 ag 2.9, RXFP1 antagonist -15.7, D2 antag -18.5, D1 antag 5.4, TRHR PAM 2.7, D2 PAM 16.2, D1 potentiator 7.2 and TRHR agonist -0.3.
For COC(=O)Cn1c(=O)c2c(nc3n2CCN3c2ccc(F)cc2)n(C)c1=O the results were D2 ag -0.3, D1 ag -0.5, RXFP1 antagonist 0.9, D1 antag 7.6, TRHR PAM -1.8, D2 PAM -4.7, D1 potentiator -1.4 and TRHR agonist -0.2.
CCN(Cc1ccccc1)S(=O)(=O)c1ccc2c(c1)NC(=O)CS2 was read as D2 ag 0.4, D1 ag 8.2, RXFP1 antagonist -72.4*, D2 antag 1.5, D1 antag -35.9*, TRHR PAM -4.4, D2 PAM 7.9, D1 potentiator -5.7 and TRHR agonist 0.4.
O=S(=O)(NCC(c1cccs1)S(=O)(=O)c1ccccc1)c1ccccc1 (stereo not drawn) was read as D2 ag 2.1, D1 ag -2.9, RXFP1 antagonist 4.6, TRHR PAM -10.2, D2 PAM -4.1, D1 potentiator 0.1 and TRHR agonist 2.8.
O=C(c1cn(-c2ccccc2)nc1-c1ccc(Cl)s1)N1CCOCC1 was read as D2 ag 0.9, D1 ag -0.5, RXFP1 antagonist -1.1, D2 antag -23.9, D1 antag 12.7, TRHR PAM 3.0, D2 PAM 12.2, D1 potentiator 0.5 and TRHR agonist 0.4.
`COc1ccc(Br)cc1CNC(=O)c1ccc2c(c1)N(C)CCS2` gave D2 ag 0.5, D1 ag 1.8, RXFP1 antagonist 5.7, D2 antag 7.3, D1 antag 21.8, TRHR PAM -5.1, D2 PAM -9.1, D1 potentiator -3.8 and TRHR agonist -0.6.
For CCN1CCN(C(=O)CCc2nnc(CCc3c[nH]c4ccccc34)o2)[C@@H](C)C1=O the results were D2 ag 1.8, D1 ag 3.0, RXFP1 antagonist 22.5, D2 antag -4.9, D1 antag -2.4, TRHR PAM 6.4, D2 PAM -8.3, D1 potentiator -0.3 and TRHR agonist 0.2.
CN(c1ccccc1)S(=O)(=O)c1cccc(C(=O)OCC(=O)NCc2ccco2)c1 was read as D2 ag 0.1, D1 ag 11.4, RXFP1 antagonist -3.9, D2 antag -3.4, D1 antag -14.0, TRHR PAM 12.2, D2 PAM 4.3, D1 potentiator -2.6 and TRHR agonist 6.9.
C=CCn1cc(CN2CCC(C(=O)Nc3ccc(Oc4cccnc4)cc3)CC2)c(C)n1 was read as D2 ag 0.9, D1 ag 3.9, RXFP1 antagonist 10.6, D2 antag -12.3, D1 antag 1.5, TRHR PAM -0.7, D2 PAM 24.6, D1 potentiator -3.0 and TRHR agonist 1.0.
`CCCc1cc(C(=O)NCCc2ccccc2)no1` gave D2 ag 4.1, D1 ag 1.0, RXFP1 antagonist -0.7, D2 antag 21.0, D1 antag -15.4, TRHR PAM -3.3, D2 PAM -8.1, D1 potentiator -4.8 and TRHR agonist 0.5.
`CCCOc1ccc(C2C(=O)N(C3CCCCCC3)CC(=O)N2CCC)cc1OC` (stereo not drawn) gave D2 ag 0.8, D1 ag -3.5, RXFP1 antagonist 4.9, D1 antag -7.8, TRHR PAM -6.5, D2 PAM -14.8, D1 potentiator -0.8 and TRHR agonist -1.2.
`CN(C(=O)CSc1nnc(-c2cccc(F)c2)n1N)C1CCS(=O)(=O)C1` (stereo not drawn) gave D2 ag 1.6, D1 ag 1.0, RXFP1 antagonist 3.8, D2 antag -16.0, D1 antag -7.8, TRHR PAM 2.8, D2 PAM 29.8, D1 potentiator -0.4 and TRHR agonist 1.0.
For O=c1[nH]n(-c2ccccc2Cl)c(=O)c2ccccc12 the results were D2 ag 0.2, D1 ag 0.5, RXFP1 antagonist 4.8, D2 antag -10.3, D1 antag 2.6, TRHR PAM -6.6, D2 PAM -1.8, D1 potentiator -2.1 and TRHR agonist 0.2.
For C=CCNC(=O)c1onc(CS(=O)(=O)c2cc(C)cc(C)c2)c1C(=O)NCC=C the results were D2 ag -1.1, D1 ag 0.1, D2 antag -0.5, D1 antag -8.5, TRHR PAM -6.4, D2 PAM 11.2, D1 potentiator -0.9 and TRHR agonist -0.6.
`O=C1CCCN1c1ccc(S(=O)(=O)Nc2cccnc2)cc1` gave D2 ag 6.0, D1 ag 0.6, RXFP1 antagonist 3.8, D2 antag 7.9, D1 antag 4.1, TRHR PAM -0.5, D2 PAM -1.4, D1 potentiator -12.8 and TRHR agonist -0.1.
Screening CC(Cc1ccccc1)NC(=O)CN1C(=O)c2ccccc2S1(=O)=O (stereo not drawn) returned D2 ag 0.6, D1 ag 0.9, RXFP1 antagonist -3.3, D2 antag -4.6, D1 antag 5.0, TRHR PAM -0.8, D2 PAM -3.3, D1 potentiator 8.1 and TRHR agonist 1.0.
Screening CCN1CCN(C(=O)c2ccccc2N(C)S(=O)(=O)c2ccc(C)cc2)CC1 returned D2 ag 0.4, D1 ag 1.0, RXFP1 antagonist -9.0, D2 antag 40.9*, D1 antag 6.6, TRHR PAM 2.4, D2 PAM -12.6, D1 potentiator -2.4 and TRHR agonist 0.1.
For CC(/C=N/NC(=O)CNc1n[nH]c(=O)[nH]c1=O)c1ccccc1 (stereo not drawn) the results were D2 ag -0.4, D1 ag 0.6, RXFP1 antagonist 5.8, D2 antag 0.0, D1 antag 8.3, TRHR PAM 7.6, D2 PAM 5.7, D1 potentiator 4.0 and TRHR agonist 0.8.
Screening CCOC(=O)C1CCN(S(=O)(=O)c2cc(-c3onc(C)c3C)ccc2OC)CC1 returned D2 ag -0.3, D1 ag 1.4, RXFP1 antagonist -5.3, D1 antag 29.7, TRHR PAM 3.7, D2 PAM 1.0, D1 potentiator -0.8 and TRHR agonist -0.2.
Screening Cc1c(C(=O)OCC(=O)N2c3ccccc3CC2C)oc2ccccc12 (stereo not drawn) returned D2 ag -0.8, D1 ag 1.3, RXFP1 antagonist 4.9, D2 antag -9.4, D1 antag -65.2*, TRHR PAM -5.6, D2 PAM -4.7, D1 potentiator 1.4 and TRHR agonist 0.6.
`Cc1ccc(S(N)(=O)=O)c(C)c1N1CCCC1=O` gave D2 ag -0.3, D1 ag 3.5, RXFP1 antagonist 8.8, D2 antag -5.0, D1 antag -0.6, TRHR PAM -1.7, D2 PAM 30.1*, D1 potentiator -0.2 and TRHR agonist -1.2.
Screening CCOC(=O)CCCN1C(=O)CCn2nc(-c3cn(C)c4ccccc34)cc21 returned D2 ag 0.8, D1 ag -0.3, RXFP1 antagonist -14.1, D1 antag -39.8*, TRHR PAM 2.7, D2 PAM 6.7, D1 potentiator 3.0 and TRHR agonist -1.3.
Screening O=[N+]([O-])c1ccc(N2CCCC2)nc1N1CCCC1 returned D2 ag 0.6, D1 ag 2.2, RXFP1 antagonist -33.1, D2 antag -15.6, D1 antag -3.3, TRHR PAM 3.4, D2 PAM 0.8, D1 potentiator 0.6 and TRHR agonist -0.7.
Screening CCOc1ccccc1CNC(=O)CCCc1cn(C)c2ccccc12 returned D2 ag -1.4, D1 ag -0.8, D2 antag 9.9, D1 antag -7.8, TRHR PAM -4.0, D2 PAM -1.1, D1 potentiator -3.9 and TRHR agonist -0.4.
Screening Cc1c(NC(=S)N/C(=N/S(=O)(=O)c2ccccc2)c2ccccc2)c(=O)n(-c2ccccc2)n1C returned D2 ag -1.0, D1 ag 2.8, RXFP1 antagonist 4.1, D2 antag -4.9, D1 antag -6.6, TRHR PAM -5.2, D2 PAM -10.7, D1 potentiator -13.2 and TRHR agonist -0.1.
`O=C(NC1CC1)C1=C[C@H](c2c[nH]c3ccccc23)C[C@H](OCCCCO)O1` gave D2 ag 0.0, D1 ag 2.4, D2 antag -0.5, D1 antag 5.4, TRHR PAM -2.6, D2 PAM 1.4, D1 potentiator 2.6 and TRHR agonist 0.2.
CSc1cccc(NC(=S)N2CCC(N(C)C3CCCCCC3)CC2)c1 was read as D2 ag 0.3, D1 ag 12.7, RXFP1 antagonist 2.9, D2 antag -3.9, D1 antag 1.4, TRHR PAM -5.0, D2 PAM -7.2, D1 potentiator 2.8 and TRHR agonist 0.5.
`NC(=O)COC(=O)c1cccc(S(=O)(=O)N2CCN(c3ccccc3)CC2)c1` gave D2 ag 2.9, D1 ag 6.1, RXFP1 antagonist -1.2, D2 antag 10.3, D1 antag -13.3, TRHR PAM 1.6, D2 PAM -5.5, D1 potentiator -0.8 and TRHR agonist 0.4.
Cc1ccc(Cl)cc1N(CC(=O)N1CCCCCC1)S(C)(=O)=O was read as D2 ag -0.9, D1 ag 2.0, RXFP1 antagonist 15.0, D2 antag -6.4, D1 antag 1.3, TRHR PAM 4.8, D2 PAM -5.0, D1 potentiator -0.8 and TRHR agonist -0.7.

In the list so far, these contain a thiophene ring, fused or not:
O=S(=O)(NCC(c1cccs1)S(=O)(=O)c1ccccc1)c1ccccc1 (stereo not drawn) was read as D2 ag 2.1, D1 ag -2.9, RXFP1 antagonist 4.6, TRHR PAM -10.2, D2 PAM -4.1, D1 potentiator 0.1 and TRHR agonist 2.8.
O=C(c1cn(-c2ccccc2)nc1-c1ccc(Cl)s1)N1CCOCC1 was read as D2 ag 0.9, D1 ag -0.5, RXFP1 antagonist -1.1, D2 antag -23.9, D1 antag 12.7, TRHR PAM 3.0, D2 PAM 12.2, D1 potentiator 0.5 and TRHR agonist 0.4.

Remaining list, next part.
For NC(=O)C1CCCN(S(=O)(=O)c2ccc(Br)cc2)C1 (stereo not drawn) the results were D2 ag -0.8, D1 ag 1.6, RXFP1 antagonist -2.4, D2 antag -1.7, D1 antag -10.4, TRHR PAM -0.3, D2 PAM -8.0, D1 potentiator -8.0 and TRHR agonist 0.4.
CCCC1=NN(c2ccc([N+](=O)[O-])cc2)C(=O)/C1=C/N(C)C was read as D2 ag -1.6, D1 ag -0.5, RXFP1 antagonist 7.1, D2 antag 7.9, D1 antag 5.5, TRHR PAM 1.0, D2 PAM -28.2, D1 potentiator 5.9 and TRHR agonist 0.9.
Cc1noc(C)c1C(=O)N1CCN(CCc2ccccc2)CC1 was read as D2 ag -0.7, D1 ag 3.6, RXFP1 antagonist -26.3, D2 antag 2.2, D1 antag 20.8, TRHR PAM 0.3, D2 PAM 7.8, D1 potentiator -1.1 and TRHR agonist -2.3.
Screening C=CCn1c(SCC(=O)c2c(N)n(CCC)c(=O)n(C)c2=O)nc2sc(CC)cc2c1=O returned D2 ag 0.2, D1 ag 2.1, RXFP1 antagonist -11.9, D2 antag 0.7, D1 antag -10.6, TRHR PAM -10.1, D2 PAM 1.9, D1 potentiator -0.1 and TRHR agonist 0.3.
`CC(=O)Nc1ccc(NC(=O)c2ccccc2CC[N+](=O)[O-])cc1` gave D2 ag -1.3, D1 ag 0.0, RXFP1 antagonist -10.4, D2 antag -10.5, D1 antag 3.6, TRHR PAM 0.2, D2 PAM -3.7, D1 potentiator 2.5 and TRHR agonist 0.0.

Bioassay records from PubChem BioAssay.
